High-throughput results: PubChem, several laboratories
Anthrax LF inh2 = anthrax lethal factor protease inhibition | P15917 | multiplex microsphere protease cleavage assay, LF | inhibition, % at 10 µM | 360,000 tested, 0.12% active; note: plate controls were buffer without enzyme for full effect and enzyme alone for no effect
Target sequence (P15917 whole entry, looked up): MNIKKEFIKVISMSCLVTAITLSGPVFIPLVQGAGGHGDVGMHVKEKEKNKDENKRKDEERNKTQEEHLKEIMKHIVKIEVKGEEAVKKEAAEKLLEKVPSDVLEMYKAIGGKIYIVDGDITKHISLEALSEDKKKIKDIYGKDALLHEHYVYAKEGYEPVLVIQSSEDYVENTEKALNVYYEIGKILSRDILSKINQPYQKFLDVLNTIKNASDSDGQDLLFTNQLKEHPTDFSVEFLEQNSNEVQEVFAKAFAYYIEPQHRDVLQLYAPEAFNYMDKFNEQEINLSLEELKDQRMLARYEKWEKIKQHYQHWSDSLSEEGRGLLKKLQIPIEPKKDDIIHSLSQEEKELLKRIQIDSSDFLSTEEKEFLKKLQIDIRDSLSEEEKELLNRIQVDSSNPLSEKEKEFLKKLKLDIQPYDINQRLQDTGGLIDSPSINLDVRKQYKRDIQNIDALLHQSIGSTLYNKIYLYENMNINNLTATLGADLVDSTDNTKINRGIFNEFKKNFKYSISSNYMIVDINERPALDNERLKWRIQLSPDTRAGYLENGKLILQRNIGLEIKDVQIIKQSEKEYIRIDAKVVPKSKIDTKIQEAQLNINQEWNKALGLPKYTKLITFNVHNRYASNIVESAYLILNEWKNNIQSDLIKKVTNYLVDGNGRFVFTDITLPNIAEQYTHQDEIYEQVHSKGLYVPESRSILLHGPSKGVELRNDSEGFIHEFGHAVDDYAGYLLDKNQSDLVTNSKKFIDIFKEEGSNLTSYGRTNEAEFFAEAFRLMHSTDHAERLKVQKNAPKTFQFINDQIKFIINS
Mtb BioA inh = inhibitors of Mycobacterium tuberculosis BioA enzyme; AID 602481; 360,000 tested, 0.096% active; inhibition, % at 9.99 µM; purified M. tuberculosis BioA enzyme, plate reader; in the data active = inhibition above about 40%; inconclusive = no clear call, values can overlap the other calls
BoNT F protease = BoNT F light chain protease inhibition; Multiplex microsphere protease cleavage assay, flow cytometry; 360,000 tested, 0.22% active; inhibition, % at 10 µM; in the data active = inhibition above about 35%, passing the limit was not always enough; inconclusive = no clear call, values can overlap the other calls; note: plate controls were buffer without enzyme for full effect and enzyme alone for no effect
Mtb UGM inh = Mtb UDP-galactopyranose mutase inhibition | purified UGM, fluorescence polarization probe displacement | inhibition, % at 10 µM | 320,000 tested, 0.06% active; in the data active = inhibition above about 10%, passing the limit was not always enough; inconclusive = no clear call, values can overlap the other calls
PfHsp40 rescue = restores yeast growth despite PfHsp40 toxicity; S. cerevisiae expressing PfHsp40, growth rescue, ATP luminescence; growth rescue, % at 12.5 µM; 340,000 tested, 0.68% active; AID 504582; in the data active = growth rescue above about 28%, passing the limit was not always enough; inconclusive = no clear call, values can overlap the other calls;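 note: yeast W303a lacking pdr1 and pdr3 grown in galactose medium; growth measured after three days at 30 °C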
GDH-TPI counter = inhibits GDH-TPI coupling enzymes, artifact for Mtb FBA screen. 360,000 tested, 1.2% active. inhibition, % at 4.8 µM. GDH-TPI coupled enzyme counterscreen, NADH absorbance; in the data active = inhibition above about 30%;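 note: 0% = DMSO wells and 100% = wells lacking the enzyme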
BoNT-A LC inh2 = inhibitors of Botulinum neurotoxin A light chain protease | multiplex microsphere protease substrate cleavage, flow cytometry | inhibition, % at 10 µM | 360,000 tested, 0.17% active | AID 588499; note: plate controls were buffer without enzyme for full effect and enzyme alone for no effect
Mtb FBA inh = Mtb fructose-bisphosphate aldolase inhibition | P9WQA3 | purified M. tuberculosis FBA, fluorescence read-out | inhibition, % at 1 µM | 360,000 tested, 2.3% active | AID 588726; in the data active = inhibition above about 27%;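 note: 0% = vehicle and 100% = reference inhibitor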
FadD28 binding = inhibitors of Mycobacterium tuberculosis FadD28 bisubstrate binding. AID 588549. FadD28 bisubstrate probe binding, fluorescence polarization. inhibition, % at 12.5 µM. 360,000 tested, 0.22% active; in the data active = inhibition above about 8.5%, passing the limit was not always enough; inconclusive = no clear call, values can overlap the other calls
An asterisk follows results filed as active; ? = inconclusive; / = no result given; & = joins results of further samples. Cut-off read from the data, not from the text of the source, unless noted: active = inhibition above about 30%; inconclusive = no clear call, values can overlap the other calls; inactive = below that.

Results follow in this order: Anthrax LF inh2, Mtb BioA inh, BoNT F protease, Mtb UGM inh, PfHsp40 rescue, GDH-TPI counter, BoNT-A LC inh2, Mtb FBA inh, FadD28 binding
Cc1cccc(-c2n[nH]c(=S)n2-c2ccccc2)c1[N+](=O)[O-]
 : -2, /, 1, 0.4, -0.3, 16, -0.5, -2, -1.4
CCOc1ccc(NC(=O)NC2CCS(=O)(=O)C2)cc1 (stereo unspecified)
 : -9, -0.6, 17, 0.3, -0.9, 5, 1.2, -5, -3.8
Cn1nc(OCc2ccccc2)ccc1=O
 : -2, -0.7, -3, -1.7, -0.2, 7, -0.3, 0, -2.1
CN1C(=O)c2ccccc2C(C(=O)O)C1c1cccc(F)c1 (stereo unspecified)
 : -4, -1.7, ?, 0.6, -0.8, -1, -0.3, 0, -2.5
O=C1CCCCC/C1=N/Nc1ccc(OCc2ccccc2)cc1
 : 6, -1.8, ?, 2.5, 0.3, 2, 4.5, -1, 0.0
CCOC(=O)C(O)(c1ccc(NC(=S)NC(=O)c2ccc(Cl)cc2Cl)cc1)C(F)(F)F (stereo unspecified)
 : -1, /, -31, 0.5, 1.3, 10, -1.6, 1, -1.7
CC1CCCN(CCCNC(=O)c2ccc3c(c2)N(Cc2cccc(Cl)c2)C(=O)c2ccccc2S3=O)C1 (stereo unspecified)
 : -2, 0.6, -12, /, /, 6, 0.1, 1, -3.5
COCCCn1c(SCC(=O)NC2CCCCC2)nnc1-c1ccncc1
 : -7, -1.3, -1, -2.0, 0.1, 9, 0.2, 1, -0.5
Cc1ccn2cc(C(=O)NCc3ccco3)nc2c1
 : 2, /, 0, 1.0, -0.7, -8, 0.3, 5, -2.3
O=C(Cc1ccccc1F)Nc1cc(S(=O)(=O)N2CCCC2)ccc1Cl
 : -7, -0.1, -1, -2.2, -0.1, 3, 1.3, 1, -1.4
CCN(CC)CCOC(=O)c1cc(Cl)c(N)cc1OC
 : 3, -4.1, -4, -0.9, 1.1, 7, 0.1, 5, -1.3
O=C1NC(=S)S/C1=C\c1ccc(SCc2ccco2)o1
 : -2, 4.1, 14, 1.9, -0.2, 15, 1.9, -5, 45*
O=C(O)c1ccccc1C(=O)NCc1c(Cl)cccc1Sc1ccc(Cl)cc1
 : 19, 0.0, -7, 1.3, -0.5, 5, -0.4, 7, -3.7
O=C(CCC1CCCN(C(=O)c2ccc(F)c(F)c2)C1)N1CCN(c2ccccn2)CC1 (stereo unspecified)
 : 0, 0.3, 8, -0.6, 0.5, 5, 0.0, 8, /
CCOc1ccccc1/C=C/c1nc2ccccc2[nH]c1=O
 : 3, -3.2, 2, -5.4, -1.1, 28, 18, 43*, 0.1
COCCN(Cc1cc2ccc(C)cc2[nH]c1=O)S(=O)(=O)c1ccccc1
 : 4, -0.8, 0, -0.1, -0.4, 7, 3.9, 0, -5.2
Cc1ccc(NC(=S)N/N=C2\CC3CC=CC23)c(C)c1 (stereo unspecified)
 : -7, /, -10, 0.9, 0.4, -1, 0.9, 2, -2.5
Cc1cc(C)nc(NC(=O)C2c3ccccc3Oc3ccccc32)n1
 : 4, /, -6, 1.3, 0.3, 7, -0.1, 2, -1.8
Cc1ccccc1NC(=O)NC1(C(=O)N2CCC(C(N)=O)CC2)CCCCC1
 : -2, 2.5, 6, -0.1, -2.4, -3, 0.7, 2, -3.0
O=C(CSc1nncs1)Nc1ccc(S(=O)(=O)N2CCCC2)cc1
 : -5, /, 9, 0.0, 4.5, -8, 1.2, 1, -3.1
COc1ccc(CCNC(=O)CSc2ccccc2)cc1OC
 : 0, /, -3, 0.8, -1.5, -5, -0.8, 2, -0.5
CCCN(CCC)c1nc(-c2ccccn2)nc2ccccc12
 : 2, 4.5, -11, -0.6, 2.1, 23, -4.9, 3, -0.9
CC(C)N1CCC1(C)C(=O)Nc1ccc2cn[nH]c2c1 (stereo unspecified)
 : -3, -0.3, 8, /, /, 9, -0.1, 2, -1.9
CN(C)S(=O)(=O)c1cc(NC(=O)CN2CCN(c3ccccc3F)CC2)ccc1Cl
 : 3, -1.3, 2, 0.3, 0.5, 3, 0.0, 1, 0.8
CCN1C(=O)N(C)C(N(O)C(=O)NC)C1(C)C (stereo unspecified)
 : 0, -0.2, 1, -0.6, 3.2, 5, 0.0, 2, -1.8
CC(C)(C)NC(=O)Cn1nnc(-c2ccc(S(C)(=O)=O)cc2)n1
 : -5, 1.2, 8, 1.3, -1.5, 4, -0.1, 2, -0.1
CCN1CCN(C(=S)Nc2ccc(Cl)cc2Cl)CC1
 : 2, -1.2, -8, -3.2, 1.1, -6, -0.1, 1, -1.5
O=C(CN1CCN(Cc2ccccc2)CC1)c1c[nH]c2ccccc12
 : 0, 1.0, 1, 0.6, -0.9, 10, 1.9, -3, -1.4
Fc1ccccc1/C=N/N1CCN(Cc2ccccc2Cl)CC1
 : -9, -2.8, -5, 2.9, 0.3, 5, -2.9, 0, -0.1
CCOC(=O)C1(Cc2ccccc2C(F)(F)F)CCN(CC(O)CO)CC1 (stereo unspecified)
 : 1, -1.6, 0, -1.7, -0.1, -6, 0.1, 1, -2.9

An excerpt from above in order of number of heavy atoms, rising:
Results follow in this order: Anthrax LF inh2, Mtb BioA inh, BoNT F protease, Mtb UGM inh, PfHsp40 rescue, GDH-TPI counter, BoNT-A LC inh2, Mtb FBA inh, FadD28 binding
Cn1nc(OCc2ccccc2)ccc1=O
 : -2, -0.7, -3, -1.7, -0.2, 7, -0.3, 0, -2.1
Cc1ccn2cc(C(=O)NCc3ccco3)nc2c1
 : 2, /, 0, 1.0, -0.7, -8, 0.3, 5, -2.3
Cc1ccc(NC(=S)N/N=C2\CC3CC=CC23)c(C)c1 (stereo unspecified)
 : -7, /, -10, 0.9, 0.4, -1, 0.9, 2, -2.5
CN1C(=O)c2ccccc2C(C(=O)O)C1c1cccc(F)c1 (stereo unspecified)
 : -4, -1.7, ?, 0.6, -0.8, -1, -0.3, 0, -2.5
O=C(CSc1nncs1)Nc1ccc(S(=O)(=O)N2CCCC2)cc1
 : -5, /, 9, 0.0, 4.5, -8, 1.2, 1, -3.1
Cc1cc(C)nc(NC(=O)C2c3ccccc3Oc3ccccc32)n1
 : 4, /, -6, 1.3, 0.3, 7, -0.1, 2, -1.8
CCOC(=O)C1(Cc2ccccc2C(F)(F)F)CCN(CC(O)CO)CC1 (stereo unspecified)
 : 1, -1.6, 0, -1.7, -0.1, -6, 0.1, 1, -2.9
O=C(CCC1CCCN(C(=O)c2ccc(F)c(F)c2)C1)N1CCN(c2ccccn2)CC1 (stereo unspecified)
 : 0, 0.3, 8, -0.6, 0.5, 5, 0.0, 8, /

(listing goes on)
Results follow in this order: Anthrax LF inh2, Mtb BioA inh, BoNT F protease, Mtb UGM inh, PfHsp40 rescue, GDH-TPI counter, BoNT-A LC inh2, Mtb FBA inh, FadD28 binding
CCCCn1c(=O)c(C(=O)Nc2cnccn2)c(O)c2ccccc21
 : 1, /, 3, 2.0, 0.0, -4, 0.0, -1, -1.4
CCN(CC)S(=O)(=O)c1ccc2[nH]c(=O)cc(C(=O)N(C)C3CCS(=O)(=O)C3)c2c1 (stereo unspecified)
 : /, 0.4, /, -0.7, 0.8, 8, /, 0, -1.3
Oc1ccc2c3c1OC1[C@H](O)CC[C@@]4(O)[C@@H](C2)N(CC2CC2)CC[C@]314 (stereo partly specified)
 : -1&1, -1.6&-1.3, 1&-4, /, -0.6&0.8, 0&3, -0.3&-0.8, 3&2, -2.6&0.0
COC[C@H]1CCCN1[C@@H]1CS(=O)(=O)N[C@H]1COCc1ccccc1
 : -2, -0.1, 6, /, /, /, 0.9, 4, 0.3
O=C(CN1CCCC1)Nc1cccc(Cl)c1
 : -2, -1.8, 0, 1.4, -0.9, 5, -1.7, -1, -0.3
CCOC(=O)/C=C1\SCC(=O)N1CC(=O)NCc1ccc(OC)c(OC)c1
 : -7, /, -1, 0.8, -0.6, 1, -0.4, 1, -2.6
O=[N+]([O-])c1cccc(-c2nc(-c3ccccc3)no2)c1
 : -5, -2.3, 12, 1.7, -1.0, -1, 0.7, -1, -4.1
COc1ccc(C(=O)CCNc2ccc(C)c(Cl)c2)cc1
 : -5, -2.3, -12, -2.4, -1.4, 13, -1.9, -1, -1.3
Clc1ccc(NCc2nncn2-c2ccccc2)cc1
 : 4, -0.3, 0, 1.1, -1.9, 5, 0.3, 3, -1.6
Nc1cc2[nH]c(=O)c3ccccc3c2cc1Br
 : 0, /, -3, /, -0.2, 21, -1.0, 11, -0.4
CCCCN(CC)C(=O)CSc1nc2ccccc2c(=O)n1CC1COc2ccccc2O1 (stereo unspecified)
 : -4, -0.2, 1, 2.2, 0.6, 1, 1.0, 1, -2.3
C=CCN1C(=O)C(C)(C)N(C(C)=O)c2ccccc21
 : 0, /, -2, -2.6, -0.5, 11, 0.2, 1, -0.8
Cc1ccc(/C=C2\CC(C)CC3=C2NC(=S)NC3c2ccc(C)cc2)cc1 (stereo unspecified)
 : -8, /, 5, 2.8, 1.0, 13, 1.0, -1, -6.6
O=C1c2ccccc2C(Nc2ccccc2)N1Cc1ccc2c(c1)OCO2 (stereo unspecified)
 : -5, /, 1, -0.9, 3.2, -3, 0.3, 4, -0.7
O=c1c2ccccc2c(-c2cccc(C(F)(F)F)c2)nn1-c1ccccc1
 : -2, -1.0, ?, 2.7, -0.3, -7, 4.0, -1, -1.8
C=C1C(=O)O[C@@H]2[C@H]1CC[C@H](C)[C@]1(O)CCC(=O)[C@@]21C
 : -2, 1.2, -31, 0.6, 0.6, -6, -1.8, 0, -2.6
CC(=O)C[C@H]1c2cc(C(F)(F)F)ccc2S(=O)(=O)N1c1ccc(N(C)C)cc1
 : -5, -0.1, -1, -2.7, -0.3, -3, -0.1, -1, -2.1
COc1ccccc1CNC(=O)C1CSC2(C)CCC(=O)N12 (stereo unspecified)
 : -2, 0.8, 7, 0.3, -1.2, 1, 1.0, 1, -3.1
CS(=O)(=O)N1CCN(c2ccc(Cl)cc2[N+](=O)[O-])CC1
 : 0, -0.8, -2, -1.2, -1.3, 6, -0.6, -1, -3.7
CC12CCCCC1=NC(c1ccc(Br)cc1)N2O (stereo unspecified)
 : -3, -0.1, 12, 0.4, -1.1, -15, 1.0, 4, -4.0
Cc1nc2ccccc2n1Cc1ccc(Cl)cc1
 : -9, 2.8, -7, -1.8, 2.4, -7, -0.6, 0, -3.5
Cc1ccc(S(=O)(=O)NCC2CCC(C(=O)NCCCN3CCC(C)CC3)CC2)cc1 (stereo unspecified)
 : -3, -0.8, -4, /, /, 2, -0.6, 0, -1.5
CCCC1=C(C(=O)OCC)C(c2ccco2)n2ncnc2N1 (stereo unspecified)
 : -2, /, -6, -1.9, -0.1, -3, -0.2, -2, -3.9
COc1ccc(NC(=O)N2CCN(c3ccc([N+](=O)[O-])cc3)CC2)cc1
 : -2, /, 0, 1.2, -0.9, 9, 0.1, -13, -1.9
CCc1ccc2c(c1)NC(=O)C2(C)Cc1ccccc1Cl (stereo unspecified)
 : -5, -0.2, 0, /, /, 6, -0.1, -1, -1.5
